# Coupling enz = counter-screen for Giardia aldolase inhibitors: coupling enzyme system; coupling enzyme system counterscreen, AmpLite Red fluorescence; activity change, negative = inhibition, % at 58.2 µM, hits read low; actives 0.67% (n = 290,000); AID 2472; in the data active = activity change below about -30%; also: % is scaled to controls: 0 for no effect and ±100 for the full control effect
#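 Counterscreen of the coupled detection system alone, without aldolase: glyceraldehyde-3-phosphate coupling enzymes plus AmpLite Red readout. Compounds at 57.5 uM final, 10 min RT preincubation, 20 min RT reaction, fluorescence 525/598 nm.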
# MLL CXXC-DNA inh = inhibitors of human MLL CXXC domain-DNA interaction. Q03164. MLL-CXXC / FITC-HOXA9 DNA fluorescence polarization. Potency, µM (series often up to 115 µM), inactives show at the top dose activity change, negative = inhibition, hits mostly inhibitors. actives 0.037% (n = 290,000); active = well fitted inhibition curve with a large enough effect in the polarisation, with a control signal flat, not every such curve was filed as active; inconclusive = small, poorly fitted or top-dose-only effect, or effect the other way, or a change in a side signal; inactive = no such curve, though single readings can be large or run the other way; the % refers to the polarisation; also: potency is read from the fitted curve at half-maximal effect
#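 Steps: dispense CXXC domain solution (7 uM) → pin compounds or unlabeled HOX-A9 DNA control → 5 min ambient → add FLSN-HOX-A9 solution (50 nM) → spin → 30 min ambient → fluorescence polarization. Tris pH 7.5/NaCl/DTT/BSA buffer.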
# KCNH2 3.1 inh = KCNH2 3.1 (human) potassium channel inhibition. activity change, % (tested at about 1.8 µM). actives 0.95% (n = 340,000). U2OS KCNH2 3.1, thallium flux FluxOr; active compounds read low. AID 720553;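 active = maximum activity change below -70%; inconclusive = maximum activity change from -70% to -50%; inactive = maximum activity change above -50%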;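 also: thallium influx rate constant from kinetic fluorescence after stimulation buffer; % is scaled to controls: 0 for no effect and ±100 for the full control effect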
#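 Normalized rate constant (relative to positive and negative DMSO controls) derived from a 2 min kinetic fluorescence read after stimulation; U2OS cells expressing the 3.1 isoform via virus at 1.77 x 10^8 /mL.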
# a7 integrin act = activators of alpha7 integrin expression for muscular dystrophy. alpha7betagal myoblasts, beta-gal FDG fluorescence, 48 h. actives 0.064% (n = 350,000). Potency, µM (titrated, usually from 38.3 µM), without a hit: top-dose activation, most hits filed as activators. AID 624291;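 also: potency is read from the fitted curve at half-maximal effect; 100% = response of the positive control SU9516; nearly all actives have a fitted effect of over 60% in size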
#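 Alpha7betagal+/- myoblasts (passage 13) were plated 16-24 hr, then exposed to compounds (1:260 dilution of DMSO stock) for 48 hours at 37C. After MPER lysis, β-galactosidase reporter activity was read as FDG fluorescence (ex 480/em 540) after 30 minutes.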
# MBNL1-CUG inh = blocks human MBNL1 binding to CUG repeat RNA. Q9NR56. TR-FRET MBNL1-His/biotin-(CUG)12 binding, 665/545 ratio. Potency, µM (series often up to 57.5 µM), for inactives: at the highest dose activity change, negative = inhibition, actives largely listed as inhibitors. actives 0.036% (n = 280,000). AID 2675; active = well fitted inhibition curve with a large enough effect in the signal ratio, with a control signal flat, not every such curve was filed as active; inconclusive = small, poorly fitted or top-dose-only effect, or effect the other way, or a change in a side signal; inactive = no such curve, though single readings can be large or run the other way; the % refers to the signal ratio; also: potency is read from the fitted curve at half-maximal effect; % is scaled to controls: 0 for no effect and ±100 for the full control effect
# Target sequence (Q9NR56 whole entry, looked up): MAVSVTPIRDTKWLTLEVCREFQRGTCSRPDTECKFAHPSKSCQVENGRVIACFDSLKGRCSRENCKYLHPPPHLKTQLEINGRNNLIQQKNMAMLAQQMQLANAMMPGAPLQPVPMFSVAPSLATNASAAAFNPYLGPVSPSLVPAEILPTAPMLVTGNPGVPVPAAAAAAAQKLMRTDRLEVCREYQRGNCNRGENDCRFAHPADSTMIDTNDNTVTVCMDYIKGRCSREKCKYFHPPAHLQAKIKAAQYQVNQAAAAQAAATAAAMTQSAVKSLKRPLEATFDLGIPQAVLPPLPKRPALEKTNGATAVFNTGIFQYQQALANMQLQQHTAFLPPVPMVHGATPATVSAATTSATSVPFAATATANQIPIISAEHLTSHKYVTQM
#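 Ratiometric TR-FRET (665 over 545 nm, excitation 340 nm) tracks disruption of MBNL1-His/biotin-(CUG)12 complex after 60 min at room temperature, with compounds at 92 nM to 58 uM final.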
# hERG WT inh = blocks the wildtype human KCNH2 potassium channel; Q12809; U2OS, BacMam KCNH2, thallium flux FluxOr; active compounds read low; actives 0.37% (n = 340,000); activity change, % at 1.84 µM; AID 720551;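 active = maximum activity change below -70%; inconclusive = maximum activity change between -70% and -50%; inactive = maximum activity change above -50%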; also: % is scaled to controls: 0 for no effect and ±100 for the full control effect
#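 U2OS cells were transduced with wild-type KCNH2 virus (2.03 x 10^8 / mL) for 4 h at room temperature, then cultured overnight at 37 C. Thallium flux was read with FluxOr dye. Rate constants were normalized to DMSO controls.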
# TRPV1 ag = human TRPV1 agonism; Q8NER1; TRPV1-expressing cells, Fluo-8 calcium influx, agonist mode; activation, % at 8.33 µM; actives 0.19% (n = 320,000); in the data active = activation above about 80%; inconclusive = between about 30% and that limit; also: 0% is about no effect
#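 Cells expressing TRPV1 were dye-loaded with Fluo-8 and read kinetically: 10 s baseline, 3 min after compound (agonist portion), then 2 min after EC20 capsaicin (allosteric enhancer portion). Calcium-bound dye fluorescence at 480/520 nm.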
# ASM inhibitor = blocks human secretory acid sphingomyelinase. P17405. placental ASM, HMU-PC fluorogenic substrate, 60 min. Potency, µM (top dose mostly 57.5 µM), for inactives: at the highest dose activity change, negative = inhibition, most hits filed as inhibitors. actives 0.006% (n = 340,000). AID 504937; also: potency is read from the fitted curve at half-maximal effect
#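 Human placenta-derived ASM enzyme was preincubated with compound for 10 minutes at room temperature, then given fluorogenic substrate HMU-PC0 (9 uM final) for 60 minutes at 37 °C; a pH 10 stop preceded fluorescence reading at Ex 386/Em 447 nm.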
# AT treatment = potential ataxia-telangiectasia treatment. […] A-T fibroblasts, KAP-1 phosphorylation AlphaLISA; neocarzinostatin DNA damage 30 min before lysis. Potency, µM (top dose mostly 57.5 µM), without a hit: at the highest dose activation, most hits filed as activators. actives 0.19% (n = 320,000). AID 485349; also: potency is read from the fitted curve at half-maximal effect; % of control where 0% means no effect; nearly all actives have a fitted effect of over 45% in size
#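 ATM-like activity read as KAP-1 phosphorylation via AlphaLISA donor/acceptor antibody pairs after lysis and 6 hr at 25C. Cells were ATM-null patient fibroblasts ([…], hTERT), dosed 60 min, then exposed to the DSB inducer NCS for 30 min.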
# GALK inhibitor = galactokinase (human) inhibition; Purified GALK, Kinase-Glo residual ATP luminescence; Potency, µM (highest dose often 57.5 µM), inactives show top-dose activity change, negative = inhibition, hits mostly inhibitors; actives 0.007% (n = 270,000); AID 1868; also: potency is read from the fitted curve at half-maximal effect; % is scaled to controls: 0 for no effect and ±100 for the full control effect
# Target sequence (P51570 whole entry, looked up): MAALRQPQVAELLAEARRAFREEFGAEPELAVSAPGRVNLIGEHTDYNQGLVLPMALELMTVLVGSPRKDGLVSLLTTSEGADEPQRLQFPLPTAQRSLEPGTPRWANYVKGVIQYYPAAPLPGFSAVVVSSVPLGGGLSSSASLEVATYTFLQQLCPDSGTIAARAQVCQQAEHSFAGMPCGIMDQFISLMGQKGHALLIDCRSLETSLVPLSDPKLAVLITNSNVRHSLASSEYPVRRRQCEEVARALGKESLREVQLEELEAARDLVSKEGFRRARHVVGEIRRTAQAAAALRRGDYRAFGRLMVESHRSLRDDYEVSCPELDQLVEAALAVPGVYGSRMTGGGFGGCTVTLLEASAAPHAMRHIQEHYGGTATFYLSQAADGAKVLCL
#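 Galactose (100 uM) and ATP (35 uM) were turned over by 5 nM GALK for 1 h at RT. Kinase-Glo Plus then converted the remaining ATP into a luminescent signal.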
# * = called active by the depositor; ? = inconclusive; · = no result given; [ ] = another dose, or the depositor's remark. Unless noted, calls follow the shape of the dose curve; as a rule, active = well fitted curve in the direction sought with a large enough effect; inconclusive = small, poorly fitted or top-dose-only effect, or another doubt; inactive = no such curve, though single readings can be large; an effect the other way counts as inactive or inconclusive. Outcome played no part in choosing rows; 2% or so of the library scored in one or more.
# Values run as follows: ASM inhibitor | hERG WT inh | a7 integrin act | TRPV1 ag | AT treatment | MLL CXXC-DNA inh | Coupling enz | GALK inhibitor | MBNL1-CUG inh | KCNH2 3.1 inh
- COc1ccc2cc3cc(C(=O)Nc4ccccc4N4CCN(C)CC4)oc3nc2c1
    -10% | 2 | -72%[inhibitor] | 4 | 0% | ? | 1 | 1% | 21% | -13
- CCC(c1nnnn1Cc1ccc2c(c1)OCO2)N1CCN(CC)CC1 (stereo not given)
    0% | 17 | 20% | 0 | -5% | 0% | -2 | 0% | -7% | 17
- O=C(c1ccco1)N1CCN(C(c2coc3ccc(Cl)cc3c2=O)c2nnnn2C2CCCC2)CC1 (stereo not given)
    4% | -5 | 7% | · | · | · | · | · | · | 2
- COc1cnc(-c2ccccn2)nc1Oc1cccc(Cl)c1
    3% | -2 | -23% | 4 | 4% | -1% | 0 | 0% | 3% | -1
- O=C(NCCN1CCOCC1)Nc1ccc(F)cc1
    0% | 0 | 1% | 2 | 1% | 2% | 3 | 1% | 11% | -7
- Cc1occc1C(=O)Nc1nccs1
    -1% | -4 | 24% | 0 | 3% | 5% | 0 | 0% | -3% | 25
- C[C@@H]1CN([C@@H](C)CO)C(=O)c2cccc(NC(=O)Nc3ccc(F)cc3)c2O[C@@H]1CN(C)Cc1ccc(Oc2ccccc2)cc1
    -27% | -7 | -45%[inhibitor] | · | -9% | · | · | · | · | 11
- CN(CC(=O)Nc1cccc(F)c1)CC(=O)Nc1cccc(S(N)(=O)=O)c1
    0% | 1 | -31% | -1 | -18% | ? | 1 | -1% | 1% | 17
- Nc1nonc1-n1nnc(C(=O)N/N=C/c2cccc(F)c2)c1CN1CCCC1
    -1% | -10 | -24% | · | · | · | · | · | · | -20
- Cc1cc(NC(=O)CSc2c[nH]c3ccccc23)no1
    1% | 0 | -25% | 3 | 18% | -1% | · | -7% | -2% | -8
- CCNC(=O)NC1c2ccccc2CSc2ccccc21 (stereo not given)
    -1% | 7 | ? | · | · | · | · | · | · | 3
- N/C(Cc1ccc(Cl)cc1Cl)=N\OC(=O)c1cccs1
    -4% | 3 | 13% | 5 | 2% | 10% | 0 | -2% | -9% | -7
- CC(=O)NCC(=O)N[C@@H](CC(=O)OCc1ccccc1)C(=O)OCc1ccccc1
    1% | -3 | -1% | 4 | 2% | 2% | 1 | -2% | 2% | 0
- CCCCn1nc(NC(=O)CC(C)C)c2cc3cc(OC)ccc3nc21
    298%[activator] | 12 | ? | ? | 24% | -12% | -1 | 4% | -5% | 6
- COc1cc(NC(=S)Nc2ccc(N(C)C(C)=O)cc2)cc(OC)c1
    4% | -4 | 34% | 0 | -5% | -8% | 0 | 0% | 1% | 8
- CCOCCCNC(=O)/C(C#N)=C/c1cc(OC)c(O)c([N+](=O)[O-])c1
    -9% | -15 | -24% | -3 | -6% | 25% | -4 | 10% | ? | 3
- O=C(CSc1nnc(-c2ccccn2)n1Cc1ccco1)c1ccc(Cl)cc1
    -9% | -1 | -29% | 4 | 5% | 3% | 0 | 1% | 0% | 5
- Cc1ccn(CCC(=O)Nc2ccc(-c3ccno3)cc2)n1
    1% | 3 | -12% | 1 | 1% | 2% | 2 | -1% | 1% | 16
- O=C(NCCCO)NC12CC3CC(CC(C3)C1)C2
    0% | 6 | 0% | -1 | -4% | -12% | 1 | -2% | -4% | 22
- C/C(=N\OCC(=O)Nn1c(=O)[nH]c2ccccc2c1=O)c1ccccc1
    3% | -1 | 6% | -8 | 10% | 12% | 3 | 1% | · | 0
- Cc1cccc(C)c1NC(=O)CN(C)C(=O)CCC(=O)N1CCOCC1
    0% | 1 | 10% | · | -4% | · | · | · | · | 8
- COc1ccc(NC(=O)Nc2cccc(OC)c2)cc1
    3% | 2 | 17% | · | · | · | · | · | · | -23
- CC1CCC(NC(=O)CC2Oc3ccccc3NC2=O)CC1 (stereo not given)
    -3% | -2 | 4% | 4 | 6% | -1% | 0 | 1% | -1% | 17
- CCOc1ccccc1NC(=O)Nc1ccc(Br)cc1C
    -4% | -14 | 3% | 1 | 5% | -10% | 4 | 3% | -1% | -2
- CS(=O)(=O)N(Cc1ccccc1)c1ccc(C(=O)NCCSc2ccccn2)cc1
    -2% | -11 | 1% | 18 | 10% | 12% | 12 | 0% | -5% | 3
- Cc1ccc(NC(=O)CNC(=O)COc2ccccc2)nc1
    -1% | -4 | -23% | 5 | 4% | · | · | · | · | -5
- Cn1nc(C(=O)N2CCN(S(=O)(=O)/C=C/c3ccccc3)CC2)c2ccccc2c1=O
    1% | 1 | -10% | -1 | 11% | -8% | 1 | -2% | -13% | 5
- CCOc1ccccc1/C=N/NC(=O)CNC(=O)c1cccs1
    1% | -1 | -23% | 0 | 2% | 1% | -5 | 0% | 12% | 8
- O=C(CSc1nc(-c2ccc(F)cc2)nc2c1Cc1ccccc1O2)Nc1cccc(C(=O)O)c1
    -2% | -6 | 15% | -4 | 2% | -29% | 12 | -3% | 4% | 4
- Cc1ccc(S(=O)(=O)NCCOc2cc(C)ccc2C)cc1
    -4% | 9 | 29% | 19 | 1% | 5% | · | -7% | 4% | -5
- COc1cc(NS(=O)(=O)c2ccc(C)cc2C)cc(OC)c1OC
    -1% | 0 | -52%[inhibitor] | 2 | · | 17% | -15 | -2% | -6% | 6
- CCCCN(C(=O)C1CC(=O)N(c2ccc3c(c2)OCCO3)C1)c1c(N)n(CCC)c(=O)[nH]c1=O (stereo not given)
    2% | -6 | 6% | · | 7% | · | · | · | · | -4
- O=C(C1CCC(=O)N(C2CC2)C1)N1CCC(Oc2cccc(F)c2)CC1 (stereo not given)
    6% | -2 | 0% | -3 | 7% | 1% | -2 | 5% | -8% | -1
- CCOC(=O)N1CCC(N2CCN(Cc3ccc(F)c(F)c3)C(CCO)C2)CC1 (stereo not given)
    1% | · | 6% | 2 | 2% | -1% | 3 | 11% | 6% | 10
- O=C(Cn1cnc2ccccc2c1=O)NCCC(=O)Nc1ccc(F)cc1
    2% | -4 | 17% | -2 | 7% | 25% | -7 | 16% | -3% | -23
- O=C(CCc1nc2ccccc2c(=O)[nH]1)NC1CCN(Cc2ccccc2)CC1
    6% | 4 | 20% | -2 | 5% | -4% | 1 | 6% | -9% | -1
- CCOC(=O)C1(Cc2ccccc2)CCN(Cc2cnn(C(C)C)c2)CC1
    3% | -1 | 4% | 5 | 9% | -11% | 0 | -2% | -10% | 6
- O=C(Nc1cccc(-c2ccc(N3CCOCC3)nn2)c1)c1ccc([N+](=O)[O-])cc1
    -5% | -10 | 2% | -4 | -5% | · | · | · | · | 5
- Cc1csc(C)[n+]1CC(=O)c1ccccc1
    4% | 2 | -8% | -2 | -6% | -14% | -1 | 4% | -3% | -3
- COc1cc(Cl)cc(C(c2c(C(=O)O)[nH]c3ccccc23)c2c(C(=O)O)[nH]c3ccccc23)c1O
    -2% | -4 | -34% | 1 | 4% | -25% | 13 | -6% | -11% | 7
- COc1cc(Cl)cc(/C=C/c2ccc3ccccc3n2)c1OC(C)=O
    0% | -7 | 0% | -5 | 1% | 1% | -6 | · | ? | -2
- O=C(NCc1ccco1)C(=S)N1CCCCC1
    -2% | -1 | 37% | 1 | 1% | -1% | -2 | 0% | -4% | -1
- COc1cccc(C(=O)Nc2c3c(nn2-c2ccc([N+](=O)[O-])cc2)CS(=O)(=O)C3)c1
    -1% | -10 | 4% | -2 | 2% | -3% | -2 | 8% | ? | 1
- Clc1nc(-c2ccccc2)cc(-c2ccccc2)n1
    -1% | -4 | 7% | 28 | 7% | 17% | 1 | 0% | -5% | -14
- O=C(O)c1ccc(Cl)c(S(=O)(=O)N2CCC(Cc3ccccc3)CC2)c1
    5% | -3 | 40% | 0 | 0% | 4% | 19 | 1% | -6% | 19
- CC(C)n1cc(CN2CCCC(C(=O)Nc3cccc(-c4cc5ccccc5[nH]4)c3)C2)cn1 (stereo not given)
    -28% | -19 | -73%[inhibitor] | 0 | -2% | -2% | 2 | 2% | 4% | -95*

# In a second layout: entries from further up.
Structure | ASM inhibitor | hERG WT inh | a7 integrin act | TRPV1 ag | AT treatment | MLL CXXC-DNA inh | Coupling enz | GALK inhibitor | MBNL1-CUG inh | KCNH2 3.1 inh
COc1cccc(C(=O)Nc2c3c(nn2-c2ccc([N+](=O)[O-])cc2)CS(=O)(=O)C3)c1 | -1% | -10 | 4% | -2 | 2% | -3% | -2 | 8% | ? | 1
Clc1nc(-c2ccccc2)cc(-c2ccccc2)n1 | -1% | -4 | 7% | 28 | 7% | 17% | 1 | 0% | -5% | -14
O=C(O)c1ccc(Cl)c(S(=O)(=O)N2CCC(Cc3ccccc3)CC2)c1 | 5% | -3 | 40% | 0 | 0% | 4% | 19 | 1% | -6% | 19

# Screening results: PubChem BioAssay, National Center for Advancing Translational Sciences (NCATS)
